High-throughput results (PubChem BioAssay)
NOD1 NF-kB reporter: NOD1 signaling inhibitors, primary screen, cell-based, luminescence, uHTS (AID 1578); NOD1-driven NF-kB luciferase reporter cells, luminescence; higher % means a stronger effect; inhibition, % at 4 µM, or EC50 in µM where a hit was titrated; 290,000 tested, 1% active; in the data active = inhibition mostly above about 36%, no sharp cut-off; inactive = mostly below about 34%;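 note: HEK-293T reporter cells stimulated with the NOD1 agonist gamma-tri-DAP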
XIAP antagonists: XIAP antagonists, biochemical, IAP family, fluorescence polarization (AID 1018); E3 ubiquitin-protein ligase XIAP (Homo sapiens); one-dose displacement, % at 20 µM; IC50 in µM for titrated hits; 200,000 tested, 0.007% active; XIAP BIR domain, fluorescence polarization peptide displacement; higher % means a stronger effect; in the data active = displacement above about 50%; note: a part of the inactive calls stands beside numbers as strong as those of hits
LYP phosphatase: inhibitors of LYP phosphatase, biochemical, fluorescence intensity, uHTS (AID 1779); recombinant LYP phosphatase, fluorescence intensity; higher % means a stronger effect; one-dose inhibition, % at 11.5 µM; IC50 in µM for titrated hits; 290,000 tested, 0.054% active;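 note: plate controls were vehicle with enzyme for no effect and no enzyme for full effect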
PMI inhibitors: inhibitors of human PMI, primary screen, biochemical, fluorescence intensity, coupled assay (AID 1209); Mannose-6-phosphate isomerase (Homo sapiens); purified PMI enzyme, coupled fluorescence intensity; higher % means a stronger effect; inhibition, % at 20 µM, or IC50 in µM where a hit was titrated; 190,000 tested, 0.42% active;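 note: plate controls were DMSO vehicle for no effect and wells lacking substrate for full effect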
KOR beta-arrestin-1: KOR antagonists, beta-arrestin recruitment, cell-based, luminescence, uHTS (AID 1778); Kappa-type opioid receptor (Homo sapiens); KOR beta-arrestin recruitment, luminescence, antagonist mode; higher % means a stronger effect; inhibition, % at 10 µM, or IC50 in µM where a hit was titrated; 290,000 tested, 0.091% active; note: strong numbers were not always called active
TNAP activators: human TNAP enzyme activators, primary screen, biochemical, luminescent, no phosphate acceptor, uHTS (AID 1001) | activation fold at 20 µM, or EC50 in µM where a hit was titrated | purified TNAP, luminescent activation assay, no phosphate acceptor; higher activation fold means a stronger effect | 200,000 tested, 0.03% active | Alkaline phosphatase, tissue-nonspecific isozyme (Homo sapiens); in the data active = activation fold from about 3, or a potency from the dose series; inactive = the rest, 99 in 100 with activation fold below about 1.6; note: many of its hits are not listed in these tables
NOD2 inhibition: NOD2 signaling inhibitors, cell-based, luminescence, uHTS, HEK293 (AID 1566); 290,000 tested, 0.63% active; inhibition, % at 4 µM, or EC50 in µM where a hit was titrated; HEK293 NOD2/NF-kB luciferase reporter, luminescence; higher % means a stronger effect; note: many of its hits are not listed in these tables
human PMI inhibitors: human PMI inhibitors, high substrate, primary screen, biochemical, fluorescence intensity, high mannose 6-phosphate (AID 1220) | 190,000 tested, 0.66% active | recombinant PMI enzyme, coupled fluorescence intensity; higher % means a stronger effect | Mannose-6-phosphate isomerase (Homo sapiens) | inhibition, % at 20 µM; hits with a dose series show IC50 in µM
KOR beta-arrestin-2: KOR agonists, beta-arrestin recruitment, primary screen, cell-based, luminescence, uHTS (AID 1777); KOR beta-arrestin recruitment, luminescence; higher % means a stronger effect; activation, % at 10 µM; hits with a dose series show EC50 in µM; 280,000 tested, 0.02% active; in the data active = activation above about 50%, passing the limit was not always enough; note: a part of the inactive calls stands beside numbers as strong as those of hits
Starred values were filed as active, the others as inactive; nt = no result given; [ ] = remark or other dose. Cut-off read from the data, not from the text of the source, unless noted: active = inhibition above about 50%; inactive = the rest. Only part of the results is shown. The share of hits here may be higher or lower than overall.

structure,NOD1 NF-kB reporter,XIAP antagonists,LYP phosphatase,PMI inhibitors,KOR beta-arrestin-1,TNAP activators,NOD2 inhibition,human PMI inhibitors,KOR beta-arrestin-2
CCOC(=O)c1sc2nc(C)nc(NCc3ccc(F)cc3)c2c1C,10%,nt,-4%,nt,-33%,nt,46%,nt,2.1%
CCOc1ncccc1C(=O)OCC(=O)Nc1cc(S(=O)(=O)N2CCOCC2)ccc1C,5%,-0.9%,-5%,4%,-44%,1,14%,7%,0.5%
CC(=O)Nc1ccc(C(=O)OCc2ccc(Cl)cc2)cc1,12%,0.4%,1%,6%,0%,1.1,4%,8%,0.8%
O=C(CCc1ccc(S(=O)(=O)N2CCOCC2)cc1)Oc1ccccc1,-2%,-22%,-4%,13%,22%,1,5%,11%,-0.4%
COC(=O)c1ccc(COc2ccc3c(C)c(C)c(=O)oc3c2C)o1,-44%,-0.8%,-14%,-2%,-47%,1.1,-38%,0%,0.3%
CCCn1nnc(NC(=O)c2cccc(OCc3ccccc3)c2)n1,9%,-6.3%,-5%,8%,-8%,1.1,5%,2%,nt
COc1cc(NC(=O)c2cc(-c3cccc(O)c3)on2)cc(OC)c1OC,5%,-4.1%,-3%,11%,5%,1,-4%,13%,-2.3%
O=C(Nc1nc2ccccc2s1)c1cnccn1,14%,-8.7%,1%,7%,-6%,1.1,-91%,7%,6.0%
CC(=O)c1c(C(C)=O)c(C)n(-c2cccc3cccnc23)c1C,-29%,-12%,6%,1%,9%[20 µM],1.1,-6%,-2%,nt
COC(=O)C1=C(C)Nc2ncnn2C1c1ccco1 (configuration not stated),-26%,-2.6%,-3%,10%,-20%,1.1,7%,7%,-0.4%
Cn1cnc2c1c(=O)n(Cc1ccccc1)c(=O)n2C,-2%,-3.3%,-9%,3%,-24%,1.2,10%,5%,-2.3%
CCC1CCCCN1CCCNC(=O)CN1C(=O)COc2ccc(S(=O)(=O)N3CCOCC3)cc21 (configuration not stated),2%,nt,-10%,nt,-26%,nt,10%,nt,0.4%
COC(=O)c1ccccc1N/C=C1\CCc2c(c(C)nn2-c2ccccn2)C1=O,11%,-11%,-2%,85%*,-12%,1.1,17%,74%*,-4.0%
CCCOc1ccccc1C1CC(=O)NC(C)=C1C(=O)OCC(C)C (configuration not stated),34%,-1.5%,1%,18%,-14%,1.1,23%,11%,2.0%
COc1cc(OC)c(OC)cc1/C=N/Nc1ncnc2c1[nH]c1ccc(C)cc12,-16%,nt,-11%,nt,-14%,nt,-220%,nt,2.1%
COc1ccc(/C=N/NC(=O)c2nonc2C)cc1,-32%,-0.6%,-4%,7%,-20%,1,-46%,13%,-0.8%
O=C(Nc1ccc(Cl)cn1)c1cnn2cccnc12,-36%,-14%,1%,6%,-25%,1.1,-59%,2%,1.6%
COCCN(CCOC)C(=S)Nc1cc(S(=O)(=O)N(C)C)ccc1C,-30%,1.5%,1%,2%,7%,1.1,7%,3%,1.2%
O=Cc1nc(-c2ccc(Cl)cc2)n2ccccc12,-2%,0.1%,-1%,11%,15%,1,7%,2%,-2.0%
COc1ccc(NC(=S)N2CCC(Cc3ccccc3)CC2)cc1,10%,nt,-1%,nt,2%,nt,24%,nt,2.8%
CC12CC(NC(=O)N1CCc1ccccc1)c1ccccc1O2 (configuration not stated),-10%,-1.9%,-3%,4%,-8%,1,4%,2%,6.1%
N#Cc1cccc(CS(=O)(=O)c2ccc(Cl)cc2)c1,4%,nt,-7%,nt,-24%,nt,-11%,nt,0.4%
COc1ccc(NC(=S)N2CCN(C(=O)c3ccco3)CC2)c(OC)c1,-19%,-3.6%,2%,13%,19%,1,8%,6%,2.1%
O=C(/C=C/c1cccc([N+](=O)[O-])c1)Nc1cccc(NC(=O)c2ccco2)c1,-24%,-13%,0%,14%,18%,1,-6%,10%,-2.5%
C/C(=N\NC(=O)Cc1ccc(Cl)cc1)c1ccccc1O,-5%,nt,-9%,nt,-30%[20 µM],nt,21%,nt,-1.1%
O=C(NCc1ccccc1)C1=C[C@@H](C2CC2)C[C@@H](OCc2ccc(CO)cc2)O1,-1%,-3.0%,-6%,10%,16%,1.1,16%,11%,0.6%
Cc1ccc(S(=O)(=O)NCCC(=O)NC2CC2)cc1,-18%,nt,-8%,nt,-44%,nt,4%,nt,2.4%
COc1ccc(/C=C/C(=O)Nc2ccccc2C(=O)N2CCCC2)cc1,-68%,-2.3%,-1%,-3%,9%,1.1,-31%,-3%,0.0%
O=C(O)C1CCCN(S(=O)(=O)c2ccc(Br)s2)C1 (configuration not stated),-38%,-6.5%,1%,-25%,-25%,1,17%,-8%,-1.0%
COC(=O)c1ccc(COc2cccc(OC)c2)o1,-13%,3.4%,-4%,6%,9%,1.1,-2%,4%,-2.7%

Later entries:
structure,NOD1 NF-kB reporter,XIAP antagonists,LYP phosphatase,PMI inhibitors,KOR beta-arrestin-1,TNAP activators,NOD2 inhibition,human PMI inhibitors,KOR beta-arrestin-2
CCn1nc2cc(C(=O)NCC34CC5CC(CC(C5)C3)C4)ccc2c1OC,26%,-9.2%,-10%,-20%,36%,1.1,20%,-32%,-0.7%
S=c1[nH]nc(-c2cccc(Cl)c2)n1CCN1CCCCC1,0%,-6.8%,-1%,-9%,-4%,0.8,-5%,-4%,5.0%
CCOC(=O)N/N=C(\C)c1ccccc1OC(F)F,-22%,-4.9%,0%,-1%,-8%,1,-9%,-12%,5.6%
CC(=O)NC(NC(=S)Nc1ccccc1Br)C(Cl)(Cl)Cl (configuration not stated),-10%,-6.8%,-3%,-19%,1%,1,5%,-27%,1.5%
CC(Nc1ccccc1)c1cc(Cl)ccc1O (configuration not stated),2%,-3.1%,0%,3%,-2%,1,9%,1%,-2.1%
Cc1cc(N(C)C)c(C#N)c(NCc2ccccc2)n1,-52%,-2.6%,-1%,-4%,1%,1.1,-3%,-1%,-2.8%
O=C(Nc1ccc(Br)cn1)C1CCN(S(=O)(=O)c2cccs2)CC1,-7%,nt,-8%,nt,-12%,nt,21%,nt,4.4%
CCOC(=O)N1CCN(CC(=O)Nc2cccc(Br)c2)CC1,2%,-4.1%,-2%,-1%,-5%,1.1,-6%,0%,5.5%
CCC(C)(C)n1nnnc1C(c1cccs1)N1CCc2ccccc21 (configuration not stated),15%,-3.9%,-9%,10%,-12%,1.1,-4%,16%,-0.3%
CC(C)[C@H](NC(=O)NCc1ccc(Cl)cc1)C(=O)O,-28%,-3.1%,0%,-6%,10%,1,-17%,-5%,5.0%
O=C(CNC(=O)c1cccs1)NCC(=O)OCc1ccc(Cl)cc1Cl,11%,-3.6%,-7%,10%,-11%,1.1,24%,7%,2.1%
O=C(N/N=C/c1ccc([N+](=O)[O-])s1)c1ccccc1,15%,-6.4%,-6%,-16%,-46%,0.9,37%,-2%,-1.4%
Nc1ccc(-c2nc3c(Cl)c(N)ccc3[nH]2)cc1,nt,1.7%,-11%,0%,-12%,1.1,-7%,7%,4.3%
COc1ccc(-c2noc(CSc3nc(N)c(-c4ccccc4)c(=O)[nH]3)n2)cc1,-10%,-3.3%,1%,6%,16%,0.7,5%,6%,-1.5%
CN(C)c1ccc(-c2nnc(-c3cccnc3)o2)cc1,-14%,nt,-11%,nt,5%,nt,-43%,nt,0.4%
Cn1c(SCC(=O)NC2CCCCC2)nnc1-c1cccc(N)c1,46%*,-13%,-11%,-6%,0%,1.1,18%,-2%,0.8%
Cc1cc(F)ccc1S(=O)(=O)Nc1ccccc1C(=O)NCc1ccccn1,-31%,-7.0%,-2%,1%,19%,1.1,24%,3%,-4.0%
O=C(NC1CCCC1)C1CCN(S(=O)(=O)N2CCCCC2)CC1,19%,-1.0%,-6%,1%,8%,1.1,27%,3%,-4.9%
CCOc1ccc(C2/C(=C(\O)c3ccc4c(c3)OCCO4)C(=O)C(=O)N2CCCn2ccnc2)cc1OC (configuration not stated),-10%,nt,-8%,nt,-23%,nt,9%,nt,-2.4%
CC(=O)c1ccc(N(CC(=O)NC2CCCC2)C(=O)CNC(=O)c2ccco2)cc1,-23%,nt,-9%,nt,-25%,nt,16%,nt,-4.6%
CCN1CCc2c(C#N)c(N3CCOCC3)nc(NCc3ccccc3)c2C1,5%,-1.8%,-9%,30%,-4%,1.1,13%,19%,1.0%
O=C(Nc1nnc(-c2ccco2)o1)c1cccc(N2C(=O)CCC2=O)c1,-20%,-10%,-2%,-4%,15%,1.1,-2%,4%,-5.5%
COc1cccc(CN2CC(C(=O)NCCOc3ccccc3F)CCC2=O)c1 (configuration not stated),0%,nt,-17%,nt,-14%,nt,16%,nt,-4.0%

Entries of single compounds from above:
Cc1cc(F)ccc1S(=O)(=O)Nc1ccccc1C(=O)NCc1ccccn1 is listed as NOD1 NF-kB reporter = -31%; XIAP antagonists = -7.0%; LYP phosphatase = -2%; PMI inhibitors = 1%; KOR beta-arrestin-1 = 19%; TNAP activators = 1.1; NOD2 inhibition = 24%; human PMI inhibitors = 3%; KOR beta-arrestin-2 = -4.0%
O=C(N/N=C/c1ccc([N+](=O)[O-])s1)c1ccccc1 is listed as NOD1 NF-kB reporter = 15%; XIAP antagonists = -6.4%; LYP phosphatase = -6%; PMI inhibitors = -16%; KOR beta-arrestin-1 = -46%; TNAP activators = 0.9; NOD2 inhibition = 37%; human PMI inhibitors = -2%; KOR beta-arrestin-2 = -1.4%

Among those listed so far, 2 contain a COOH group:
structure,NOD1 NF-kB reporter,XIAP antagonists,LYP phosphatase,PMI inhibitors,KOR beta-arrestin-1,TNAP activators,NOD2 inhibition,human PMI inhibitors,KOR beta-arrestin-2
O=C(O)C1CCCN(S(=O)(=O)c2ccc(Br)s2)C1 (configuration not stated),-38%,-6.5%,1%,-25%,-25%,1,17%,-8%,-1.0%
CC(C)[C@H](NC(=O)NCc1ccc(Cl)cc1)C(=O)O,-28%,-3.1%,0%,-6%,10%,1,-17%,-5%,5.0%

Molecules listed so far that contain a nitro group on carbon (two):
structure,NOD1 NF-kB reporter,XIAP antagonists,LYP phosphatase,PMI inhibitors,KOR beta-arrestin-1,TNAP activators,NOD2 inhibition,human PMI inhibitors,KOR beta-arrestin-2
O=C(/C=C/c1cccc([N+](=O)[O-])c1)Nc1cccc(NC(=O)c2ccco2)c1,-24%,-13%,0%,14%,18%,1,-6%,10%,-2.5%
O=C(N/N=C/c1ccc([N+](=O)[O-])s1)c1ccccc1,15%,-6.4%,-6%,-16%,-46%,0.9,37%,-2%,-1.4%
